sdo1 growth: compounds rescuing growth of sdo1-depleted yeast, bone marrow failure model | S. cerevisiae sdo1-depleted JHY4D growth rescue, OD600 30 h; stronger effect = higher value; pdr5 snq2 efflux-pump mutant strain | z-score at 10 µM | actives 0.21% (n = 140,000) | AID 817;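 active means z-score above 3 at both the 24 hr and the 30 hr optical density reads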;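 further: z-score against mean and SD of all compound wells on the same plate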
INS promoter inh: TRM-6 insulin promoter activity inhibition. TRM-6 cells (human fetal islet line), insulin promoter-eGFP reporter, imaging; reporter expression induced with tamoxifen. inhibition, % at 2 µM. actives 0.9% (n = 130,000);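 active means inhibition above the mean plus 3 SD, with well images judged a real hit on visual review, cut at about 60% in these data, passing the limit was not always enough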
sdo1 growth Rescue 24 h: also measured in sdo1 growth; calls as there; z-score; S. cerevisiae sdo1-depleted JHY4D growth rescue, OD600; measured here: growth rescue at 24 h;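 0 is the plate mean of compound wells and units are plate SD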
* = called active by the depositor; nt = no result given; [ ] = dose if it differs, or a comment.

SMILES	sdo1 growth	sdo1 growth Rescue 24 h	INS promoter inh
Cc1cc(C(F)(F)F)nn1CC(=O)N1CCCCC1C (stereo not given)	0.74	-0.05	nt
CCC(=O)OC1=C2C(=Nc3c(c(=O)n(C)c(=O)n3C)C2c2ccccc2)c2ccccc21 (stereo not given)	nt	nt	17
CCOc1ccccc1N1CCN(C(=O)CC(C)C)CC1	0.7	0.7	-25
O=C(Nc1cccc2[nH]ncc12)c1ccc(F)cc1	0.7	1.1	67
COCCN1CC(=O)N(c2cccc(C)c2C)C(c2ccc(Cl)cc2)C1=O (stereo not given)	0.5	0.95	nt
COc1ccc(CC(=O)N2CCN=C2SC)cc1	1.6	2.6	nt
Cc1ccc(-c2ccc(/C=C(\C#N)C(=O)Nc3cc(C)nn3-c3ccccc3)o2)cc1	-1.1	0.25	nt
O=C(C1CCCN(c2ncccn2)C1)N1CCc2ccccc21 (stereo not given)	0.27	-0.21	-3
O=C(Nc1ccccc1)N1CCN(c2ncccn2)CC1	1.2	1.4	3
COc1cccc(C2CC(c3ccccc3)n3ncnc3N2)c1 (stereo not given)	-0.14	0.28	nt
Cc1ccsc1C(=O)Nc1ccccc1N1CCOCC1	-0.19	0.12	54
Cc1nc2ccccc2n1CC(=O)OCC(=O)Nc1ccc2c(c1)OCCO2	1.4	0.32	42
COc1nc(N)c(S(=O)(=O)c2ccccc2C)cc1C#N	0.23	0.09	-38
C/C(=N/NC(=O)CN1CCN(S(=O)(=O)c2ccc(Br)cc2)CC1)c1ccco1	1.9	1.8	nt
CC1CCN(CC(C)OC(=O)c2ccc3c(c2)OCCO3)CC1 (stereo not given)	0.24	-0.31	nt
O=C(NCCN1CCOCC1)c1cccc(S(=O)(=O)N2CCCCCC2)c1	-0.15	-0.41	-42
CC1CCN(C(=O)Cn2c(=O)n(Cc3ccc4c(c3)OCO4)c(=O)c3ccccc32)CC1	-0.32	0.07	nt
CCC(Sc1nc2ccc(C)cc2[nH]1)C(=O)O (stereo not given)	0.01	-0.67	27
N#CC1CC(c2ccc([N+](=O)[O-])cc2)=NN1c1ccc([N+](=O)[O-])cc1 (stereo not given)	nt	nt	-173
O=C(c1ccc(S(=O)(=O)N2CCC(c3nc4ccccc4s3)CC2)cc1)N1CCCCC1	nt	nt	52
CCOc1ccccc1NC(=S)NCC1CCCO1 (stereo not given)	0.01	-1	-8
COC(=O)c1cc2c(ccn2-c2ccc(F)cc2)n1Cc1ccc(C#N)cc1	0.21	0.47	42
Cc1ccccc1C(=O)NC(=S)Nc1cccc(NC(=O)C(C)C)c1	nt	nt	53
Fc1cc(Br)ccc1NC(=S)NCCc1ccccc1	-2.4	-1.8	nt
O=P(O)(O)c1ccccc1OCCOCCOCCOCCOc1ccccc1P(=O)(O)O	nt	nt	-12
O=C(O)c1c2c(nc3ccc(S(=O)(=O)N4CCC(C(=O)NC5CCCCCC5)CC4)cc13)CCCC2	nt	nt	47
COc1cccc(NS(=O)(=O)c2cn(C)c(=O)n(C)c2=O)c1	1.1	0.19	nt
CCOC(=O)c1sc(C)c(C(=O)NCC(C)(C)CN(C)C)c1N	1.8	0.35	3
CCOC(=O)CP(=O)(c1ccccc1)c1ccccc1	-0.33	-0.15	-35
CCCCCCn1ccc(=N)cc1	1.4	1.3	18
O=C(NCc1ccco1)C1CCCN1S(=O)(=O)c1ccc2ccccc2c1 (stereo not given)	0.23	0.02	6
COC(=O)c1cc(=O)n(Cc2ccc3c(c2)OCO3)c(=Nc2ccc(F)c(Cl)c2)s1	-0.82	-0.27	nt
Cn1c(NC(=O)c2cccs2)c(-c2cccs2)c(=O)c2ccccc21	-0.78	-0.94	41
CCCCC(CC)CNC(=O)c1cccs1 (stereo not given)	0.02	0.48	6
CC(C)C(=O)N(Cc1ccc2c(c1)OCO2)Cc1ccccn1	0.29	0.41	-9
Cc1ccc(S(=O)(=O)Nc2ccc(S(=O)(=O)N3CCCC3)cc2)cc1	0.73	0.93	nt
CC(C)Oc1cccc(-c2cc(C(=O)N3CCN(c4ncccn4)CC3)c3ccccc3n2)c1	-0.26	0.49	-238
CCC1CCCCN1C(=O)COC(=O)c1ccc(S(=O)(=O)N2CCOCC2)cc1 (stereo not given)	0.5	1.1	16
COC(=O)c1ccc(-c2nc3cc(Cl)c(N)cc3s2)cc1	0.84	1.9	-4
CCOC(=O)c1ccc(S(=O)(=O)N2CCN(C(=O)c3nn(C)c(=O)c4ccccc34)CC2)cc1	nt	nt	0
Cc1ccc(C(C)NC(=O)C23CC4CC(CC(C4)C2)C3)cc1 (stereo not given)	nt	nt	0
Cc1ccc(OCCSc2nnc(-c3cccs3)n2C)cc1	-0.43	-1.2	48
O=C(NCc1cccs1)c1nc2c(nnn2Cc2ccc(F)cc2)c(=O)[nH]1	-0.62	-0.51	35
NC(=O)C1(N2CCCCC2)CCN(C(=O)c2ccc(-n3cnnn3)cc2)CC1	0.11	0.06	-36
CCCCNC(=O)CS(=O)Cc1nc(-c2cccc(Cl)c2)oc1C (stereo not given)	-1.4	-1.4	nt
CCOC(=O)Nc1ccc2c(c1)N(C(=O)CCN1CCN(CCO)CC1)c1ccccc1CC2	0.45	0.49	-11
O=c1c2ccccc2nc2c3ccccc3c(NCCO)nn12	nt	nt	-42
CCCN1Cc2cccc(C(=O)Nc3cc(OC)cc(OC)c3)c2C1=O	-0.55	-0.47	-29
Cn1ncc(N=Cc2ccccc2O)c1C(=O)Nc1ccccc1	0.03	-0.13	nt
O=C(Nc1nc(-c2cccs2)cs1)c1ccc(S(=O)(=O)N2CCCC2)cc1	-1.6	-0.97	20
CCn1c(CNC(=O)c2cccc(C)c2)nc2ccccc21	0.52	0.51	nt
COC(=O)c1cc(C(=O)OCC(=O)Nc2ccccc2OC(F)F)cc([N+](=O)[O-])c1	-0.5	-0.5	-12
Cc1ccc(NC(=S)NNC(=O)c2nn(C)c(C)c2Cl)cc1	1.6	0.86	18
Cc1cc(C(=O)COc2nncc3ccccc23)c(C)n1C	-0.59	-1.4	nt
Clc1ccc2c(c1)c1cc(Cl)ccc1n2CN1CCOCC1	-2.5	-2.6	-24
Cc1cc(C)n(-c2nc(NCC(C)O)c3c4c(sc3n2)COC(C)(C)C4)n1 (stereo not given)	-0.64	-0.63	-26
CCOc1cc(/C=C/C(=O)OCC(=O)NC2CCS(=O)(=O)C2)ccc1OCc1ccccc1 (stereo not given)	nt	nt	43
COc1ccccc1NC(=O)C1CCCN1C(=O)NCc1ccccc1 (stereo not given)	0.23	0.18	nt
CC(=O)c1ccc(Cc2cnc(N)s2)cc1	0.74	0.24	-14
CN=C(Nc1ccccc1)SC1CC(=O)N(c2ccc(C(=O)OC)cc2)C1=O (stereo not given)	-0.09	0.1	nt
Following part.
SMILES	sdo1 growth	sdo1 growth Rescue 24 h	INS promoter inh
CCC(C)(C(=O)NC1CCCCC1)N(Cc1ccco1)C(=O)CC1NC(=O)NC1=O (stereo not given)	0.11	-0.34	nt
CS(=O)(=O)NN1C(=O)c2ccccc2NC1c1cc2ccccc2nc1Cl (stereo not given)	0.41	0.55	-7
COc1ccc(C2=Nc3ccc(Br)cc3C(c3ccccc3)N2CC(=O)NN)cc1 (stereo not given)	0.69	0.22	-25
Cc1c(N2C(=O)/C(=C\c3cccc4ccccc34)SC2=S)c(=O)n(-c2ccccc2)n1C	-1.9	-1.4	nt
Cc1cc(N2CCN(C)CC2)nc2ccc(NC(=O)CCC(=O)NCCC3=CCCCC3)cc12	nt	nt	4
c1ccc2[nH]c(SCc3cscn3)nc2c1	0.15	1.4	1
CN1C(=S)NC(C)(C)CC1(C)c1ccc(O)cc1O (stereo not given)	0.72	-0.27	19
COc1ccc2sc3c(=O)[nH]c4ccccc4c3c2c1	-1.7	-0.35	nt
O=C(NC(=S)Nc1ccccc1)c1cc(-c2ccccc2)nc2ccccc12	-0.98	-0.13	nt
Cc1ccnc(NS(=O)(=O)c2ccc(NC(=O)c3ccc([N+](=O)[O-])s3)cc2)n1	nt	nt	-64
CC(=O)c1ccccc1NS(=O)(=O)c1ccccc1Cl	nt	nt	24
Cc1oc(C)c2c(=O)ccc3c(c12)OC(N)=C(C#N)C3c1ccc(F)cc1 (stereo not given)	-2.4	-2	-32
O=C1c2ccccc2C(=O)C1(CO)c1ccccc1	nt	nt	35
NC(=O)C1CCN(S(=O)(=O)c2cccc(C(=O)O)c2)CC1	0.35	-0.1	38
N#CNC(N)=Nc1cccc(Cl)c1	-0.37	-0.4	-3
CCN(CC)N=Nc1ccc(C(=O)O)cc1	0.91	0.8	15
O=C(Nc1ccccc1)c1cc(Cl)nc2ccccc12	-0.37	-0.69	22
CC(=O)Oc1c(S(=O)(=O)c2ccc(C)cc2)c(C)nn1C(C)(C)C	-1.2	-1.1	-15
Cc1ccc2c(CC(=O)OCn3nnc4ccccc4c3=O)coc2c1	-1.3	-0.43	-7
COc1ccc(C2C(C(=O)c3sc(C)nc3C)=C(O)C(=O)N2CCN2CCOCC2)cc1 (stereo not given)	-0.58	-0.38	52
O=C(CSCc1cnn(-c2ccccc2)c1-n1cccc1)N1CCN(Cc2ccccc2)CC1	-1	-0.68	-49
Cc1cc(C)c(S(=O)(=O)Nc2cc(SCC(=O)O)c(O)c3ccccc23)cc1C	0.31	-0.13	7
C=CCSc1nc2c(sc3nc(C)cc(C)c32)c(=O)[nH]1	-0.6	0.81	4
CC1CN(C(=O)c2cc(F)c(F)cc2Cl)CC(C)O1 (stereo not given)	nt	nt	5
COc1ccc(Cc2c[nH]c(=O)[nH]c2=O)cc1	0.34	0.35	nt
NCCCC[C@@H]1NC(=O)c2cc([N+](=O)[O-])cc(I)c2SC[C@@H](C(N)=O)NC(=O)[C@H](CCC(N)=O)NC1=O	-0.02	-0.25	-5
Cc1ccc(S(=O)(=O)N2CCN(C)CC2)cc1[N+](=O)[O-]	1.3	2	3
CCn1ccnc1CN(C)Cc1cn(-c2ccccc2)nc1-c1ccc(OC)cc1F	nt	nt	-39
COc1ccc(NC(=O)CSc2nc3ccccc3cc2Cc2ccccc2)cc1	-0.53	0.76	-40
Cc1cc(/C=N/NC(N)=S)c(C)n1-c1ccc(Cl)c(Cl)c1	-1.8	0.11	-14
CC(C)(C)c1cccc(/C=N/O)c1O	-1.7	-1.2	nt
COc1ccc(CCNC(=O)c2nc(-c3cccs3)no2)cc1OC	nt	nt	55
CC1CC(C)CN(CC(=O)Nc2ccc3c(c2)OCCO3)C1 (stereo not given)	1	0.9	-30
CCc1nnc(NC(=O)CSc2nnc(CNc3cccc(C)c3)n2-c2ccccc2)s1	-0.53	-0.1	9
NNC(=O)Cc1cn(-c2ncc(C(F)(F)F)cc2Cl)c2ccccc12	0.34	-0.2	26
COc1ccc(NC(=O)CSc2nc3nc(-c4cccs4)cc(C(F)(F)F)c3c(=O)[nH]2)c(OC)c1	-0.34	-0.54	8
CCOC(=O)c1ccccc1NC(=O)Cn1cnc2c1c(=O)n(C)c(=O)n2C	0.07	-0.52	45
O=C(Cn1cnc2c(nnn2Cc2ccc(F)cc2)c1=O)N1CCN(c2ccccc2)CC1	-0.2	-1.1	-14
COc1ccc(C(=O)CSc2nnc(Cn3nnc4ccccc43)n2C)cc1	0.23	0.07	3
CCOc1ccc(CN(C)CC(=O)Nc2cc(OC)c([N+](=O)[O-])cc2C)cc1	-0.33	-0.82	nt
CC(=O)Nc1cc(-c2ccccc2)nn1Cc1ccc(Cl)cc1	-0.65[9.7 µM]	-0.78	nt
CCCCn1cnc2sc3c(c2c1=N)CCCC3	1.2	-0.34	-15
COC(=O)c1ccc(NC2CC(=O)N(c3ccccc3C)C2=O)cc1 (stereo not given)	1.3	1.2	3
CCCCN(C)C(=O)c1cn(C)c2ccc(S(=O)(=O)N(C)C)cc2c1=O	-0.66	-1	nt
CC(C)NS(=O)(=O)c1ccc(NC(=S)NC(=O)c2ccc(-c3ccccc3)cc2)cc1	-0.29	0.58	4
COc1c2c(nc3ccccc13)OC(C(C)(O)CO)C2 (stereo not given)	0.5	-0.18	25

Screening results from PubChem BioAssay.

This is a subset; count on the stated rates, not on these rows.
